# human PMI inhibitors – MPI inhibition at elevated mannose 6-phosphate – biochemical, fluorescence intensity, high mannose 6-phosphate, primary screen (AID 1220); recombinant PMI enzyme, coupled fluorescence intensity; higher % means a stronger effect; inhibition, % at 20 µM; hits with a dose series show IC50 in µM; 0.66% of 190,000 active
# NOD2 inhibition – inhibition of NOD2-driven NF-kB reporter – cell-based, luminescence, uHTS, HEK293 (AID 1566) | one-dose inhibition, % at 4 µM; EC50 in µM for titrated hits | 0.63% of 290,000 active | HEK293 NOD2/NF-kB luciferase reporter, luminescence; higher % means a stronger effect; note: many of its hits are not listed in these tables
# XIAP antagonists – small molecules displacing peptide from XIAP – biochemical, IAP family, fluorescence polarization (AID 1018); XIAP BIR domain, fluorescence polarization peptide displacement; higher % means a stronger effect; 0.007% of 200,000 active; displacement, % at 20 µM; hits with a dose series show IC50 in µM; in the data active = displacement above about 50%; note: a part of the inactive calls stands beside numbers as strong as those of hits
# KOR beta-arrestin-1 – KOR antagonists, beta-arrestin recruitment, cell-based, luminescence, uHTS (AID 1778). one-dose inhibition, % at 10 µM; IC50 in µM for titrated hits. KOR beta-arrestin recruitment, luminescence, antagonist mode; higher % means a stronger effect. 0.091% of 290,000 active; note: strong numbers were not always called active
# PMI inhibitors – MPI enzyme activity inhibition – biochemical, fluorescence intensity, coupled assay, primary screen (AID 1209); purified PMI enzyme, coupled fluorescence intensity; higher % means a stronger effect; inhibition, % at 20 µM; hits with a dose series show IC50 in µM; 0.42% of 190,000 active;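 note: plate controls were DMSO vehicle for no effect and wells lacking substrate for full effect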
# TNAP activation fold – human TNAP enzyme activators, primary screen, biochemical, luminescent, no phosphate acceptor, uHTS (AID 1001). purified TNAP, luminescent activation assay, no phosphate acceptor; higher activation fold means a stronger effect. one-dose activation fold at 20 µM; EC50 in µM for titrated hits. 0.03% of 200,000 active; in the data active = activation fold from about 3, or a potency from the dose series; inactive = the rest, 99 in 100 with activation fold below about 1.6; note: many of its hits are not listed in these tables
# NOD1 NF-kB reporter – NOD1 signaling inhibitors, primary screen, cell-based, luminescence, uHTS (AID 1578); 1% of 290,000 active; NOD1-driven NF-kB luciferase reporter cells, luminescence; higher % means a stronger effect; inhibition, % at 4 µM, or EC50 in µM where a hit was titrated; in the data active = inhibition mostly above about 36%, no sharp cut-off; inactive = mostly below about 34%;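 note: HEK-293T reporter cells stimulated with the NOD1 agonist gamma-tri-DAP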
# KOR beta-arrestin-2 – KOR agonists, beta-arrestin recruitment, primary screen, cell-based, luminescence, uHTS (AID 1777). activation, % at 10 µM, or EC50 in µM where a hit was titrated. KOR beta-arrestin recruitment, luminescence; higher % means a stronger effect. 0.02% of 280,000 active; in the data active = activation above about 50%, passing the limit was not always enough; note: a part of the inactive calls stands beside numbers as strong as those of hits
# LYP inhibition – inhibitors of LYP phosphatase, biochemical, fluorescence intensity, uHTS (AID 1779); recombinant LYP phosphatase, fluorescence intensity; higher % means a stronger effect; inhibition, % at 11.5 µM, or IC50 in µM where a hit was titrated; 0.054% of 290,000 active;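 note: plate controls were vehicle with enzyme for no effect and no enzyme for full effect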
# An asterisk follows results filed as active; . = no result given; [ ] = remark or other dose. Cut-off read from the data, not from the text of the source, unless noted: active = inhibition above about 50%; inactive = the rest. This is a subset (hit frequency here may not be typical).
# Start of the data: the first 7 compounds, ahead of the listing:
1) CCOc1ccc2ccccc2c1/C=N/NC(=O)CC1(C)OCCCO1
2) CC(C)=NOCC(=O)Nn1c(COc2ccccc2)nc2ccccc2c1=O
3) COc1ccc(NC(=O)CC2C(=O)N(c3ccccc3)C(=O)N2Cc2ccco2)cc1 (stereo not given)
4) O=c1c2ccccc2nc(SCc2cn3ccsc3n2)n1-c1ccccc1F
5) COC(=O)c1c(NC(=O)COc2ccc(Cl)cc2)sc2c1CC(C)(C)NC2(C)C
6) CCCn1c(C)cc(/C=C(\C#N)C(=O)OCC(=O)NC(=O)NC(C)(C)C)c1C
7) CCCCOCCCNC(=O)c1ccc(OCC)cc1

Compound	1	2	3	4	5	6	7
human PMI inhibitors	4%	.	4%	10%	.	-4%	-1%
NOD2 inhibition	-2%	11%	-30%	18%	2%	-22%	17%
XIAP antagonists	-2.8%	.	-2.5%	-4.7%	.	-6.6%	1.7%
KOR beta-arrestin-1	-3%	-6%	-10%	-4%	-46%	-8%	0%
PMI inhibitors	0%	.	-7%	14%	.	-4%	-7%
TNAP activation fold	1.1	.	1.2	1.3	.	0.9	1.1
NOD1 NF-kB reporter	-3%	7%	-25%	32%	5%	9%	-14%
KOR beta-arrestin-2	-0.1%	-3.7%	-4.3%	2.8%	7.6%	2.5%	-3.8%
LYP inhibition	-9%	-11%	-5%	4%	-7%	7%	-3%

# The listing, previewed entries included:
1) CCOc1ccc2ccccc2c1/C=N/NC(=O)CC1(C)OCCCO1
2) CC(C)=NOCC(=O)Nn1c(COc2ccccc2)nc2ccccc2c1=O
3) COc1ccc(NC(=O)CC2C(=O)N(c3ccccc3)C(=O)N2Cc2ccco2)cc1 (stereo not given)
4) O=c1c2ccccc2nc(SCc2cn3ccsc3n2)n1-c1ccccc1F
5) COC(=O)c1c(NC(=O)COc2ccc(Cl)cc2)sc2c1CC(C)(C)NC2(C)C
6) CCCn1c(C)cc(/C=C(\C#N)C(=O)OCC(=O)NC(=O)NC(C)(C)C)c1C
7) CCCCOCCCNC(=O)c1ccc(OCC)cc1
8) CCOC(=O)c1nc2ccccc2nc1C

Compound	1	2	3	4	5	6	7	8
human PMI inhibitors	4%	.	4%	10%	.	-4%	-1%	2%
NOD2 inhibition	-2%	11%	-30%	18%	2%	-22%	17%	4%
XIAP antagonists	-2.8%	.	-2.5%	-4.7%	.	-6.6%	1.7%	-4.5%
KOR beta-arrestin-1	-3%	-6%	-10%	-4%	-46%	-8%	0%	15%
PMI inhibitors	0%	.	-7%	14%	.	-4%	-7%	-4%
TNAP activation fold	1.1	.	1.2	1.3	.	0.9	1.1	1.1
NOD1 NF-kB reporter	-3%	7%	-25%	32%	5%	9%	-14%	-30%
KOR beta-arrestin-2	-0.1%	-3.7%	-4.3%	2.8%	7.6%	2.5%	-3.8%	-1.4%
LYP inhibition	-9%	-11%	-5%	4%	-7%	7%	-3%	1%

9) Cc1cc(NC(=O)COC(=O)CCS(=O)(=O)c2ccc(C)c(C)c2)no1
10) Cc1cccc(Nc2nc3ccccc3n3nnnc23)c1
11) Cc1ccccc1C(=O)NC(=S)Nc1ccc(N2CCN(C(=O)c3ccccc3)CC2)cc1
12) CCOC(=O)c1ccc(NC(=O)Oc2cc(C)c(Cl)cc2C(C)C)cc1
13) O=C(CN(C1CC1)S(=O)(=O)c1ccc(S(=O)(=O)N2CCCCCC2)cc1)Nc1ccccc1
14) Cc1cc(OCCOc2cccc3cccnc23)c(C)cc1Cl
15) CS(=O)(=O)Nc1ccc(C2=NN(C(=O)c3ccco3)C(c3ccccc3)C2)cc1 (stereo not given)
16) COc1cccc(OC)c1C(=O)N1CCN(c2ccccn2)CC1

Compound	9	10	11	12	13	14	15	16
human PMI inhibitors	.	-6%	.	.	3%	-4%	6%	7%
NOD2 inhibition	-1%	12%	12%	7%	1%	-2%	6%	8%
XIAP antagonists	.	-0.3%	.	.	-2.1%	-7.8%	15%	-5.3%
KOR beta-arrestin-1	12%	-59%[20 µM]	8%	14%	28%	3%	-6%	-74%
PMI inhibitors	.	-1%	.	.	-2%	2%	8%	16%
TNAP activation fold	.	1.1	.	.	1.1	1.1	1.1	1
NOD1 NF-kB reporter	0%	-16%	-20%	-8%	7%	20%	-7%	-16%
KOR beta-arrestin-2	-3.0%	.	4.2%	0.7%	-4.2%	9.9%	8.7%	1.0%
LYP inhibition	-11%	-7%	-10%	-1%	-10%	-3%	-2%	-4%

17) COc1ccccc1NC(=O)CSc1nc(O)c(Cc2ccccc2)c(=O)[nH]1
18) N#CC1(C#N)COC23CCCCC2C1(C#N)C(=N)O3 (stereo not given)
19) Cc1cccc(NC(=O)C2(c3ccc([N+](=O)[O-])cc3)CCCC2)c1
20) CC1CCCCN1C(=O)Cn1c(=O)n(CCC(=O)NCc2ccco2)c(=O)c2sccc21 (stereo not given)
21) CC(C#N)Sc1ncnc2sc(-c3ccccc3)cc12 (stereo not given)
22) CCC/C(=N\NC(=O)c1ccco1)c1ccc(Cl)s1
23) CN(Cc1ccco1)S(=O)(=O)c1ccc2c(c1)CCN2C(=O)CCC(=O)O
24) CCOC(=O)CN1CC23C=CC(O2)C(C(=O)N2CCN(c4ccc(F)cc4)CC2)C3C1=O (stereo not given)

Compound	17	18	19	20	21	22	23	24
human PMI inhibitors	1%	28%	-7%	-11%	.	.	0%	1%
NOD2 inhibition	2%	5%	4%	16%	-5%	9%	17%	3%
XIAP antagonists	-4.2%	.	-2.9%	0.7%	.	.	-6.2%	-5.8%
KOR beta-arrestin-1	-19%	-15%	-1%	-15%	-28%	13%	23%	12%
PMI inhibitors	6%	8%	-10%	-11%	.	.	1%	7%
TNAP activation fold	1	1	0.9	1.1	.	.	1	1
NOD1 NF-kB reporter	-2%	17%	16%	-12%	-3%	-14%	-18%	-10%
KOR beta-arrestin-2	-3.1%	3.7%	4.5%	0.4%	4.1%	-2.6%	-0.1%	-0.9%
LYP inhibition	-2%	-16%	0%	1%	6%	-7%	-4%	-9%

25) COC(=O)c1ccc(NC(=O)N2CCC(O)(c3cccnc3)CC2)cc1
26) Cc1cc(NC(=O)CCC(=O)N(CC(=O)NCC2CCCO2)c2ccccc2)no1 (stereo not given)
27) Cc1ccc(NCc2nnc(SCC(=O)c3ccccc3)n2Cc2ccco2)c(C)c1
28) COc1ccc(S(=O)(=O)NC(N)=NCCc2ccc(OC)c(OC)c2)cc1C
29) O=P(COCCOCCOCCOCP(=O)(c1ccccc1)c1ccccc1)(c1ccccc1)c1ccccc1
30) COc1cccc(Cn2cc(-c3cccc(C(F)(F)F)c3)nn2)c1
31) Cc1ccc(S(=O)(=O)C(CNC(=O)C(C)C)c2cccs2)cc1 (stereo not given)
32) CC(=O)c1ccccc1NS(=O)(=O)c1cccc2nonc12

Compound	25	26	27	28	29	30	31	32
human PMI inhibitors	-1%	.	-7%	13%	-4%	.	.	.
NOD2 inhibition	-13%	3%	-14%	7%	8%	13%	15%	2%
XIAP antagonists	-12%	.	-8.5%	-12%	-7.6%	.	.	.
KOR beta-arrestin-1	-26%	-42%	7%	8%	-1%	-20%[20 µM]	-48%	-2%
PMI inhibitors	5%	.	14%	2%	-4%	.	.	.
TNAP activation fold	1	.	1	1	1.1	.	.	.
NOD1 NF-kB reporter	1%	-28%	-7%	-12%	-12%	29%	-24%	-19%
KOR beta-arrestin-2	3.7%	1.4%	-4.9%	-3.1%	-1.3%	-2.9%	-0.9%	-4.6%
LYP inhibition	-9%	-10%	-6%	-7%	-8%	-10%	-8%	-2%

33) C=CCn1c(CNC(=O)c2cccs2)n[nH]c1=S
34) CCOC(=O)CSc1nc2sc3c(c2c(=O)n1-c1ccc(C)cc1)CCN(C)C3
35) Cc1ccccc1NC(=S)NC(C)C(c1ccccc1)N1CCN(C)CC1 (stereo not given)
36) CC1(NC(=O)COc2ccccc2-c2ccccc2)CCS(=O)(=O)C1 (stereo not given)
37) Cc1cc(/C=N/NC(N)=O)c(C)n1C1CCCCC1
38) CCC1CCCCN1S(=O)(=O)c1ccc2c(c1)CCN2C(C)=O (stereo not given)
39) CC1CCc2c(sc(NC(=O)Cn3nc(C(=O)O)c4ccccc4c3=O)c2C#N)C1 (stereo not given)
40) C=CCOC(=O)C1CC=CCC1C(=O)Oc1ccc(F)cc1F (stereo not given)

Compound	33	34	35	36	37	38	39	40
human PMI inhibitors	-29%	.	-7%	6%	2%	.	.	8%
NOD2 inhibition	11%	15%	3%	-8%	16%	6%	-4%	16%
XIAP antagonists	-6.8%	.	-5.0%	-1.6%	-0.6%	.	.	-5.2%
KOR beta-arrestin-1	10%	-33%	3%	31%	-28%[20 µM]	-9%	-14%	25%
PMI inhibitors	-22%	.	-8%	4%	-3%	.	.	4%
TNAP activation fold	1	.	1.1	1.1	1.1	.	.	1.1
NOD1 NF-kB reporter	40%	-4%	-22%	-18%	-34%	-21%	-8%	-4%
KOR beta-arrestin-2	4.2%	-2.2%	3.0%	-1.2%	0.5%	1.8%	8.8%	1.8%
LYP inhibition	-7%	0%	-5%	-2%	-2%	-7%	-1%	-2%

41) COc1ccccc1NC(=S)N1CCc2cc(OC)c(OC)cc2C1
42) CC(C)(C)NC(=O)C1Cc2ccccc2CN1S(=O)(=O)c1ccc(F)cc1 (stereo not given)
43) CCN(CC)S(=O)(=O)c1ccc(NC(=O)c2ccccn2)cc1
44) CC(C)CNc1nc(N)c([N+](=O)[O-])c(NCC2CCCO2)n1 (stereo not given)
45) CCOc1ccc(N(CC(=O)NC2CCCC2)C(=O)CCCC(=O)Nc2ccccn2)cc1
46) Cn1cc(S(=O)(=O)N2CCOCC2)cc1C(=O)Nc1cccc(Cl)c1
47) CCCC(=O)Nc1ccc2c(c1)nc(CCN1CCCCC1)n2C
48) CCC(=O)c1cc2c(cc1NC(=O)c1ccccc1)OCCO2

Compound	41	42	43	44	45	46	47	48
human PMI inhibitors	4%	-2%	0%	22%	-2%	.	.	15%
NOD2 inhibition	11%	-6%	-34%	17%	3%	6%	-2%	19%
XIAP antagonists	-4.2%	-7.2%	-4.3%	-10%	-4.4%	.	.	-3.1%
KOR beta-arrestin-1	22%	-45%	-20%	-2%	-15%	-2%[20 µM]	-30%	26%
PMI inhibitors	12%	-8%	0%	-2%	5%	.	.	23%
TNAP activation fold	1	1.1	1.1	1	1	.	.	1.2
NOD1 NF-kB reporter	-30%	-23%	-68%	-8%	-13%	-25%	-11%	-20%
KOR beta-arrestin-2	8.3%	0.0%	0.2%	5.0%	4.9%	-3.5%	-0.4%	-4.1%
LYP inhibition	2%	-3%	-12%	5%	-2%	-2%	2%	-10%

49) CCOc1cc(-c2noc(CCCC(=O)NC3CCCCC3)n2)ccc1OC
50) Cc1ccsc1/C=N/n1cnc2sc(C)c(C)c2c1=O
51) Cc1ccc(S(=O)(=O)Nc2c(C)n(C)n(-c3ccccc3)c2=O)cc1C(=O)OC(C)C(=O)N(C)c1ccccc1 (stereo not given)
52) COc1ccc(CCNC(=O)C(=O)NCC2OCCN2S(=O)(=O)c2cc(F)ccc2F)cc1OC (stereo not given)

Compound	49	50	51	52
human PMI inhibitors	.	12%	3%	.
NOD2 inhibition	10%	-32%	18%	-1%
XIAP antagonists	.	-7.9%	-3.3%	.
KOR beta-arrestin-1	-4%	-38%	24%	-9%[20 µM]
PMI inhibitors	.	5%	1%	.
TNAP activation fold	.	1	1.1	.
NOD1 NF-kB reporter	-7%	-66%	-11%	29%
KOR beta-arrestin-2	-6.0%	-4.2%	-9.7%	-4.0%
LYP inhibition	-6%	-1%	4%	-8%

# High-throughput results from PubChem BioAssay.
